GSK3B inh: inhibitors of human GSK3beta kinase. P49841. GST-GSK3beta kinase, ADP-Glo luminescence, 60 min; stronger effect = lower value. activity score (negative = inhibition), % at 10 µM. 300,000 compounds, 0.038% hits;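 active means more than half of replicate wells score below -50%, meaning over 50% inhibition versus plate controls; inconclusive means some replicates but at most half score below -50%; inactive means no replicate scores below -50%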;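 further: 0% = median DMSO wells and -100% = median GW8510 positive control wells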
Target sequence (P49841 whole entry, looked up): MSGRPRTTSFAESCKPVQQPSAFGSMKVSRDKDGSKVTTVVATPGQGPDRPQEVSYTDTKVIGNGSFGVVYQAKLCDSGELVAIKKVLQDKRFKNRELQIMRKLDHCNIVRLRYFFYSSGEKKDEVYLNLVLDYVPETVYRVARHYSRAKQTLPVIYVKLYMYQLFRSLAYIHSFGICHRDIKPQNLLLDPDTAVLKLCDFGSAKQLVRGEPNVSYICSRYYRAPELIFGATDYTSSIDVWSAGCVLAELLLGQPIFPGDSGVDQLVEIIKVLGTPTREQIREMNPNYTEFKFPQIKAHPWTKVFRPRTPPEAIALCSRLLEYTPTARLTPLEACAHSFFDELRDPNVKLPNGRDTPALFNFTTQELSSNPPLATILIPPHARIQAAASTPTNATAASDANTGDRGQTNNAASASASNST
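Test system – GST-tagged human GSK3beta kinase, cell-free · Incubation – 60 min enzyme reaction, room temperature · Signal – ADP-Glo luminescence · Also added – peptide substrate and ATP at 25 µM · Controls – DMSO neutral wells and GW8510 at 20 µM as positive · Buffer or medium – Tris/MgCl2 kinase buffer · Measure – Luminescence-derived activity versus plate DMSO and GW8510 wells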
HSP90 refold inh: blocks HSP90-mediated luciferase refolding in reticulocyte lysate; 290,000 compounds, 0.91% hits; Rabbit reticulocyte lysate, luciferase refolding luminescence, 3 h; inhibition, % at 5.6 µM;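 active means inhibition above the screen-wide mean plus 3 SD, computed separately per campaign, cut at about 16% in these data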;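 further: 0% = DMSO wells and 100% = 60 µM geldanamycin wells; inhibitors lower the luminescence because luciferase stays unfolded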
IEC-6 tox: IEC-6 cytotoxicity, counter-screen for KLF5 inhibitors. luminescence viability. inhibition, % at 5 µM. 290,000 compounds, 0.78% hits. AID 1825; in the data active means inhibition above about 22%;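 further: 0% = plate median of test compound wells and 100% = cytotoxic reference compound wells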
GSK3A inh: inhibitors of human GSK-3 alpha kinase; P49840; ADP-Glo luminescence, 60 min; inhibition, % at 10 µM; 320,000 compounds, 0.1% hits; AID 2650;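 in the data active means inhibition above about 50%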;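 further: GST-tagged GSK-3 alpha with peptide substrate and 25 µM ATP; 0% = DMSO neutral wells and 100% = GW8510 positive control wells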
Target sequence (P49840 whole entry, looked up): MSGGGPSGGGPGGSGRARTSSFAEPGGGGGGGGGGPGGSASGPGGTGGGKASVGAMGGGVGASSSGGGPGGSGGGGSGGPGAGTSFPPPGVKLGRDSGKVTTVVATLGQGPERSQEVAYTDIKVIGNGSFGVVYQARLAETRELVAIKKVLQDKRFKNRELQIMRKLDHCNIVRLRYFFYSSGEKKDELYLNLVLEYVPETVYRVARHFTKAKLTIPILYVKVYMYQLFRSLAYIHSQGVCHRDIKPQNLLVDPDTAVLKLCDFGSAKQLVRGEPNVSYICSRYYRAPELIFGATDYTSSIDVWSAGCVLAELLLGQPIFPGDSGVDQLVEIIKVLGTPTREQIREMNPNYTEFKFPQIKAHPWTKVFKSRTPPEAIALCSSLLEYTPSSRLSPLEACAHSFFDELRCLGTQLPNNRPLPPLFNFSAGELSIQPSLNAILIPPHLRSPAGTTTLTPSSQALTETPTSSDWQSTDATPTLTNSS
PolyA inh: blocks polyadenylation in yeast reporter cells; S. cerevisiae SKY197-pL101 polyadenylation reporter, beta-gal luminescence; efflux-impaired pdr1/pdr3 knockout yeast; score 100 = 6 SD above DMSO; calls only at 12 µM; 300,000 compounds, 0.02% hits;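 active means lowest replicate activity score at least 50, where 100 means six control SD above control mean; inconclusive means lowest score under 50 but half or more replicates reach 50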;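 further: yeast exposed to compound for 9 h at 30 °C; higher score means more reporter readthrough which indicates perturbed polyadenylation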
HSF1 inh: HSF1 inhibition. NIH3T3-HGL HSE-luciferase, MG132-induced, luminescence 8 h; stronger effect = lower value. activity change, negative = inhibition, % at 7.5 µM (by protocol). 300,000 compounds, 0.77% hits. AID 2098;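 active means more than half of replicate wells show activity change below -50%, luminescence cut by over half; inconclusive means some wells, but at most half, below -50%; inactive means no replicate well below -50%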;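 further: luciferase reports HSF-1 transcriptional activity via heat shock element; 0% = median of DMSO wells and -100% = zero luminescence signal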
AI-2 QS modul: Vibrio harveyi AI-2 quorum sensing modulation. 300,000 compounds, 0.4% hits. activity change, % at 7.5 µM. Vibrio harveyi JMH597 AI-2 luminescence/OD600 ratio, 9 h; stronger effect = lower value; strain lacks LuxN and CqsS sensors; 0 = neutral-control median; in the data active means activity change below about -75%, passing the limit was not always enough; inconclusive means no clear call, values can overlap the other calls;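 further: luminescence divided by OD600 gain over 9 h not by final OD600 alone; inactives centre near 13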
KLF5 inh: suppresses KLF5 promoter-driven expression; DLD-1 KLF5 promoter-luciferase reporter, luminescence; inhibition, % at 5 µM; 290,000 compounds, 0.23% hits; AID 1700;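 active means inhibition above a per-plate limit of that plate's mean compound inhibition plus 3 SD, cut at about 60% in these data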;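 further: 0% = DMSO wells and 100% = LY294002 at 200 µM; higher means less KLF5 promoter-driven luciferase light; inactives centre near -14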
HSF1 activator: increases HSF-1 driven luciferase reporter signal; NIH3T3-HGL HSF-1 luciferase reporter, MG132, 8 h; 100% = twice DMSO control signal; activation, % at 9 µM; 300,000 compounds, 1.7% hits; AID 504408;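 active means mean replicate activation of at least 50% with a set share of replicates each reaching 50%; inconclusive means only one of those two conditions met; inactive means mean below 50% and too few replicates reaching it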;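 further: 0% = median of the neutral control wells and 100% = twice that signal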
aSyn UTR inh: MLPCN primary screen, SNCA 5' untranslated region. alpha-synuclein 5'UTR reporter, inhibitor activity. inhibition, % (tested at 7.5 µM). 300,000 compounds, 0.82% hits; in the data active means inhibition above about 60%; inconclusive means no clear call, values can overlap the other calls;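 further: H4 neuroglioblastoma cells stably carrying SNCA 5'UTR luciferase fusion; 0% = DMSO wells and 100% = positive control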
* marks the source's active call; other numbers are inactive results; i = inactive; ? = inconclusive; nt = no result given.

SMILES	GSK3B inh	HSP90 refold inh	IEC-6 tox	GSK3A inh	PolyA inh	HSF1 inh	AI-2 QS modul	KLF5 inh	HSF1 activator	aSyn UTR inh
CSc1cccc(CN2CCCC(CNC(=O)c3ccc(F)cc3)C2)c1 (stereo unspecified)	1.3	-0.3	0.8	-4.0	i	2.9	12.7	-23.8	6.0	16.9
COc1cc2ccccc2cc1C(=O)NC(=S)Nc1cccc(C(=O)O)c1	3.2	4.5	-5.5	-0.7	i	21.5	59.8	-20.3	36.5	-91.4
Cc1ccc2nc(-c3ccc(NC(=O)CN4C(=O)c5ccccc5C4=O)cc3)sc2c1	-0.7	0.1	-3.4	-0.1	i	-18.4	23.5	-62.9	-3.7	-199.9
Cc1ccc(C(=O)N2CCCC(CCC(=O)N3CCN(c4ccccn4)CC3)C2)cn1 (stereo unspecified)	1.3	-1.5	-2.8	-0.8	i	-0.1	11.0	-9.3	-2.2	0.6
O=c1ccc(Oc2nc(N3CCOCC3)nc(N3CCOCC3)n2)nn1-c1ccccc1	1.9	3.4	6.6	1.4	i	-6.1	29.3	-9.3	-10.6	22.3
Cc1c(NC(=O)c2ccc([N+](=O)[O-])o2)cccc1-c1nc2ncccc2o1	-1.7	2.4	99.8*	-1.8	i	52.6	-6.0	13.8	?	-228.1
CC1CCN(CCCNC(=O)Cn2ncc3c([nH]c4ccccc43)c2=O)CC1	1.2	0.8	-1.9	-0.9	i	-5.0	31.3	-21.6	1.3	21.6
Cc1oc2ccc(O)cc2c1C(=O)OC(C)C	-0.8	1.9	-0.9	0.0	i	10.0	4.5	-48.0	14.5	-43.9
Cn1c(CSc2ncccn2)nnc1SCC(=O)N1CCCc2ccccc21	nt	-1.9	-6.7	-0.8	i	-2.0	nt	-32.2	-9.6	17.7
CSc1nc2sc3c(c2c(=O)n1C1CCCCC1)CCN(C)C3	0.8	8.2	0.2	0.8	i	7.1	33.3	-9.0	28.0	-1.6
CSc1nc2sc3c(c2c(=O)n1CC(C)C)CC(C)(C)OC3	1.9	2.1	-5.5	0.7	i	-10.4	-1.7	-14.8	1.3	-15.8
O=C(CCc1ccc(O)cc1)c1c(O)cc(O)cc1O[C@@H]1O[C@H](CO)[C@@H](O)[C@H](O)[C@H]1O	1.5	-4.3	-5.3	-5.2	i	-6.1	-6.0	-19.7	12.8	-12.3
O=C(Nc1ccccc1)Oc1cccc(Br)c1	1.3	-2.3	-1.6	-2.5	i	5.9	11.6	-29.5	6.6	-33.1
COCCN1C(=O)N(c2cccc(OC)c2)C(=O)C1CC(=O)Nc1ccc(Cl)cc1 (stereo unspecified)	2.7	1.7	3.3	-0.4	i	6.5	-1.4	-13.5	4.5	-8.5
CC(=O)c1cccc(NC(=O)NCc2ccccn2)c1	-2.9	6.0	7.1	3.0	i	10.7	13.3	-38.4	20.0	-166.9
COc1ccc(OC)c(NC(=O)c2c3c(nc4ccccc24)CCC3)c1	0.6	-3.2	-1.0	-2.9	i	1.0	20.8	-7.7	12.8	6.7
O=C(N/C(=C\c1ccc([N+](=O)[O-])cc1)C(=O)N1CCCCC1)c1ccco1	-0.3	-0.1	-0.4	1.0	i	0.7	43.9	-4.9	1.8	-5.4
O=C(NCC1CCCO1)C1CCN(S(=O)(=O)c2cccnc2)CC1 (stereo unspecified)	2.4	5.0	-2.2	-1.3	i	-3.1	13.7	-4.5	-7.5	1.0
O=C(NCCc1ccccc1)C1CC(=O)N(C2CCCC2)C1 (stereo unspecified)	-1.2	2.8	3.8	6.8	i	-1.5	-3.6	-3.4	-7.8	-2.7
COc1cc(C(=O)NCC2(N(C)C)CCCCC2)ccc1OCc1ccccc1	3.2	-5.5	0.3	1.9	i	3.0	6.3	-2.1	-2.8	-8.7
COc1cc2c(cc1NC(=O)CSc1ccc(Cl)cc1)oc1ccccc12	-0.2	3.3	-0.4	-0.6	i	8.6	5.9	-18.5	-5.9	-8.4
N/C(=N\c1nc2c(c(=O)[nH]1)CCC2)Nc1ccccc1C(F)(F)F	1.0	0.8	4.7	-1.8	i	18.2	5.0	-29.6	56.2*	6.9
Cc1cccc(Oc2nc3ccccn3c(=O)c2/C=C(\C#N)C(=O)NC2CCS(=O)(=O)C2)c1 (stereo unspecified)	1.0	15.2	2.0	-0.2	i	14.4	-5.3	18.5	33.9	5.6
O=C(NCc1cccs1)c1cnc(Cl)c(Cl)c1	-0.7	-0.7	-0.4	1.6	i	-2.3	15.3	-15.0	11.8	-29.3
c1ccc(-c2[nH]ncc2-c2nc3ccccc3[nH]2)cc1	1.6	6.4	4.7	-0.9	i	-6.6	7.3	-9.9	9.1	-4.7
CCCCOCC(O)CN1CCN(C(C)=O)CC1 (stereo unspecified)	2.2	-0.6	-4.2	-1.9	i	-10.4	2.4	22.8	7.9	-0.6
COc1ccccc1NC(=O)CSc1nnc(C2CCCCC2)n1C	-4.7	9.3	10.0	-2.5	i	-8.5	9.5	10.6	-10.9	-6.4
Cc1ccc(-n2ccnc2SCC(=O)N(CC(C)C)C2CCS(=O)(=O)C2)c(C)c1 (stereo unspecified)	4.2	0.7	0.0	0.6	i	2.5	28.3	-12.2	-18.0	16.1
O=S(=O)(Nc1ccc(S(=O)(=O)Nc2nccs2)cc1)c1ccc2c(c1)OCCO2	1.5	1.0	3.9	1.8	i	-0.2	-16.0	-11.4	39.8	18.5
CN(CC(=O)NCc1ccccc1Cl)S(=O)(=O)c1ccc2c(c1)n(C)c(=O)c(=O)n2C	-1.8	-2.3	1.1	-3.1	i	-8.7	7.6	-17.9	-20.1	0.3
Cc1ccc(CNC(=O)CCSCc2cccc(F)c2)cc1	3.5	0.4	3.7	1.5	i	13.8	-5.9	-26.1	8.3	4.4
Cc1cc(C(F)(F)F)nn2cnnc12	-0.4	0.5	2.8	0.7	i	-0.1	30.9	9.6	-9.1	0.6
CCc1noc(C)c1C(=O)NC1CCCc2c1cnn2-c1cc(C)cc(C)c1 (stereo unspecified)	0.5	3.7	0.0	-3.8	i	8.3	-5.4	-21.9	0.7	10.9
CC1CC(C)CN(S(=O)(=O)N2CCCC(C(=O)NCCc3ccc(Cl)cc3)C2)C1 (stereo unspecified)	0.1	-1.5	-8.3	-4.2	i	8.8	13.1	-10.3	24.7	24.6
COc1ccc(CCNC(=O)NC23CC4CC(CC(C4)C2)C3)cc1	1.5	-1.3	-0.8	-1.6	i	10.3	21.0	-50.3	0.9	-11.2
CC(C)(CNC(=O)c1ccc(Cl)c(S(=O)(=O)N2CCc3ccccc3C2)c1)N1CCOCC1	-1.5	1.8	-4.9	-2.3	i	7.4	6.9	-10.6	31.3	-40.2
COc1cccc2c1C(=O)C=C(C)C2=O	1.1	15.3	-0.7	0.2	i	-0.9	28.3	4.2	14.0	-18.0
O=C(c1cccc(F)c1)N1CCN(c2ccc([N+](=O)[O-])c3cccnc23)CC1	2.6	-1.2	1.5	0.9	i	4.9	-13.7	-22.9	-1.6	11.9
Cn1c(CNC(=O)Nc2cccc(Cl)c2)nnc1SCc1ccccc1	-0.4	-2.4	-3.2	0.0	i	-2.3	3.6	-15.2	11.2	10.9
Cc1cccc(N2CCN(C(=O)CCNC(=O)Cn3ccc4ccccc4c3=O)CC2)c1C	-1.5	-1.4	1.4	-2.9	i	4.2	19.5	13.9	1.8	26.9
Cc1ccc(-n2c(SCC(=O)N/N=C/c3c(C)nn(-c4ccccc4)c3C)nc3ccccc3c2=O)cc1	1.3	3.2	0.6	-1.1	i	3.2	19.7	7.2	5.9	27.1
CCCN1CNc2c(c(=O)[nH]c(=S)n2-c2ccc(Cl)cc2)C1	-2.0	-0.3	2.3	-2.6	nt	nt	8.2	-11.6	nt	nt
COC(=O)NN1C(=O)C(c2ccccc2)=C(c2ccc(Cl)cc2)C1=O	-5.9	nt	nt	-0.3	i	-17.1	10.5	nt	-9.9	5.6
CN(C)S(=O)(=O)c1cccc(C(=O)NCCc2ccccc2)c1	3.7	5.1	-1.6	0.1	i	11.6	26.5	-131.1	19.0	-6.7
C=CCNC(=O)c1c2c(nc3ccccc13)-c1ccccc1CC2	0.3	1.5	-0.3	-1.0	i	-0.8	17.5	-4.1	-8.8	4.5
COC(=O)c1ccc(CN2C(=O)NC3(CCCCC3)C2=O)cc1	-2.2	0.2	0.5	-4.2	i	14.7	15.8	-10.2	23.5	-124.0
CCCNC(=O)/C=C/c1ccc(S(=O)(=O)Nc2ccccc2OC)cc1	0.1	1.3	0.7	-1.4	i	9.0	25.9	-30.5	13.3	4.5
Cc1cc2nc(-c3ccco3)cc(C(F)(F)F)n2n1	0.9	-0.1	0.3	-1.7	i	-5.5	26.8	-30.7	-8.9	5.7

Entries above with fluorine:
SMILES	GSK3B inh	HSP90 refold inh	IEC-6 tox	GSK3A inh	PolyA inh	HSF1 inh	AI-2 QS modul	KLF5 inh	HSF1 activator	aSyn UTR inh
CSc1cccc(CN2CCCC(CNC(=O)c3ccc(F)cc3)C2)c1 (stereo unspecified)	1.3	-0.3	0.8	-4.0	i	2.9	12.7	-23.8	6.0	16.9
N/C(=N\c1nc2c(c(=O)[nH]1)CCC2)Nc1ccccc1C(F)(F)F	1.0	0.8	4.7	-1.8	i	18.2	5.0	-29.6	56.2*	6.9
Cc1ccc(CNC(=O)CCSCc2cccc(F)c2)cc1	3.5	0.4	3.7	1.5	i	13.8	-5.9	-26.1	8.3	4.4
Cc1cc(C(F)(F)F)nn2cnnc12	-0.4	0.5	2.8	0.7	i	-0.1	30.9	9.6	-9.1	0.6
O=C(c1cccc(F)c1)N1CCN(c2ccc([N+](=O)[O-])c3cccnc23)CC1	2.6	-1.2	1.5	0.9	i	4.9	-13.7	-22.9	-1.6	11.9
Cc1cc2nc(-c3ccco3)cc(C(F)(F)F)n2n1	0.9	-0.1	0.3	-1.7	i	-5.5	26.8	-30.7	-8.9	5.7

An excerpt. The share of hits here may be higher or lower than overall.
